# TTR transcr act = activators of transthyretin transcription. SH-SY5Y TTR promoter Gaussia luciferase, luminescence; 100% = recombinant luciferase protein wells. activation, % at 16.7 µM. 92,000 tested, 1.3% active;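 active means activation above the mean of all tested compounds plus 3 SD, cut at about 9.5% in these data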;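 further: cells exposed to compounds for one day before reading; 0% = median of all test compound wells on the plate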
# * = called active by the depositor.
TTR transcr act	mol
0.4	O=S(=O)(Nc1nc2ccccc2nc1NCC1CCCO1)c1ccc(F)cc1 (stereo not drawn)
-0.8	Cc1cc(C)nc(SCC(=O)c2ccc3c(c2)OCCO3)n1
-1.1	COC(=O)c1cc(NC(=O)c2cc(C)oc2C)cc(C(=O)OC)c1
0.0	COc1cc(OC)cc(C(=O)NNC(=S)NC2CC2)c1
1.8	CCNC(=O)/C(C#N)=C/c1c(N2CCN(Cc3ccc4c(c3)OCO4)CC2)nc2c(C)cccn2c1=O
-1.2	COc1ccc2oc(C(F)(F)C(F)(F)F)cc(=O)c2c1
-1.3	CC(C)c1cc(C(=O)N/N=C/c2ccco2)n[nH]1
-2.1	COc1ccccc1OCC(=O)NNC(=S)NC(=O)c1ccco1
-1.3	COc1ccc(N=Cc2c[nH][nH]c2=O)cc1
1.2	COc1ccc2[nH]c(C(=O)NCc3ccccc3)cc2c1
-0.2	CCC1(c2ccccc2)SC(N)=NC1=O (stereo not drawn)
-0.6	CCCNC(=O)COC(=O)c1ccccc1C(=O)N(C)C1CCCCC1
-1.3	O=[N+]([O-])c1ccc(N2CCCCC2)c(Cl)c1N1CCCCC1
2.2	O=C(CSC1=NS(=O)(=O)c2cc(F)ccc2N1)NCc1ccccc1Cl
-5.2	CCOC(=O)/C=C/C(=O)Nc1ccc(Oc2ccccc2)cc1
-1.2	Cc1ccc(NC2CCCN(C(=O)c3cnsn3)C2)cc1C (stereo not drawn)
0.1	CCCc1nnc(-c2cc(OC)c(OC)c(OC)c2)o1
-1.3	CCn1c(O)c(C(C#N)=C2N=c3ccccc3=N2)c2ccccc21
2.9	Cc1ccc(CN2CC(C(=O)Nc3ccccc3N3CCCC3)CC2=O)cc1 (stereo not drawn)
0.7	CCOC(=O)c1c(-c2ccccc2Cl)csc1NC(=O)CSc1nc(C)cc(=O)[nH]1
-1.9	CC1CN(C2=Nc3cccc4cccc2c34)CC(C)O1 (stereo not drawn)
-0.5	CCCn1nnc(NC(=O)Cc2ccccc2)n1
-1.1	Cc1cc(C)nc(SCC(=O)N/N=C/c2cccn2-c2cccc(C(F)(F)F)c2)n1
-0.1	CN(CCNC(=O)C1CCN(S(=O)(=O)c2cnc[nH]2)CC1)Cc1ccccc1
-0.5	O=C(O)c1sccc1S(=O)(=O)N1CCN(c2ccc(C(F)(F)F)cn2)CC1

# Next structures follow.
TTR transcr act	mol
-0.3	COC(=O)c1ccc(N2CCCCC2)c(NC(=O)c2ccco2)c1
2.1	COc1ccc(N2C(=O)CC(NCCNc3ccc([N+](=O)[O-])cn3)C2=O)cc1 (stereo not drawn)
1.4	CCOC(=O)C1=C(C)OC2(O)c3ccccc3C(=O)C12O (stereo not drawn)
-2.1	Cn1c2ccccc2c(=O)c2c(=O)n(C3CCCCC3)c(-c3cccs3)nc21
2.7	Cc1cccc(C(=O)Nc2scc(-c3ccc(Br)cc3)c2C(=O)O)c1
3.8	COC(=O)c1sc(S(=O)(=O)N2CCN(c3ccccc3)CC2)c(C(=O)OC)c1C
5.0	O=C(NCc1cccc(F)c1)C1CCN(C(=O)c2sccc2-n2cccc2)CC1
-1.5	Cc1cc(NC(=O)COC(=O)c2ccc(S(=O)(=O)N3CCCc4ccccc43)cc2)no1
0.3	COc1cccc2cc(-c3nnc(SCC(=O)Nc4nc(C)cs4)n3C)oc12
-2.5	COc1ccc(CCNC(=O)c2cc(-c3ccc(C)cc3O)n[nH]2)cc1OC
-1.8	Cc1ccc(F)cc1NC(=O)N1CCCN(c2ccc(C(F)(F)F)cn2)CC1
1.0	Cc1nn(-c2ccccc2C(=O)O)c(=O)c2ccccc12
0.2	O=C(CCN1C(=O)c2ccccc2C1=O)C1=NN[C@@H]2C(=O)N(c3ccc4c(c3)OCO4)C(=O)[C@H]12
-1.0	CCn1nc([N+](=O)[O-])c2c(-c3nc4ccccc4o3)c(N)n(CCCOC)c2c1=O
-0.5	CC(=O)c1cc(N2CCC(C(=O)O)CC2)ccc1[N+](=O)[O-]
-2.2	CCCC[C@H]1C2CC(OC(=O)Nc3cccc(C#N)c3)C(C2)[C@H]2CCCCN21 (stereo partly drawn)
0.2	CC(OC(=O)c1cccc(S(=O)(=O)Nc2cccc(C(F)(F)F)c2)c1)C(=O)Nc1ccc2c(c1)OCCO2 (stereo not drawn)
-0.5	CCn1c(SCC(=O)Nc2nncs2)nnc1C(C)NC(=O)c1ccccc1Br (stereo not drawn)
-2.0	COc1ccc(CCNc2ccncn2)cc1OC
-0.1	CC(OC(=O)C1CCN(S(=O)(=O)c2ccccc2)CC1)C(=O)Nc1ncc(Cl)cc1Cl (stereo not drawn)
-0.4	Cc1cccc(CNC(=S)OCCN2CCCC23CCC(c2ccccc2)CC3)c1 (stereo not drawn)
0.6	O=C(Nc1ccc(S(=O)(=O)N2CCCCC2)cc1)c1ccccc1Cl
1.5	COc1ccc(-n2c(=O)n(Cc3ccccc3)c(=O)c3[nH]cnc32)cc1
-1.8	CCn1c(SCC(=O)Nc2cccc(OC)c2)nc2ccccc2c1=O
-1.3	Cc1nn(CC(=O)N(C)C2CCS(=O)(=O)C2)c(C)c1S(=O)(=O)N(C)C (stereo not drawn)

# Remaining list, next part.
TTR transcr act	mol
-0.3	O=C(CN1CCCN(S(=O)(=O)c2ccc(F)cc2)CC1)Nc1c(Cl)cccc1Cl
0.8	CC(=O)c1c(N2CCOCC2)nc2ccc(Cl)cc2c1-c1ccccc1
-0.3	O=C(CSc1nc(-c2cccs2)cc(C(F)(F)F)n1)NCc1ccccc1
-1.7	COc1ccccc1N1CCN(Cc2c[nH]c3ccccc23)CC1
-0.9	O=C(NC1CCCCC1)C(c1ccccc1F)N(C(=O)c1csnn1)C1CCCC1 (stereo not drawn)
-5.5	CCN(CC)C(=O)CC(c1ccc2c(c1)OCO2)c1c(OC)cc(OC)c2c(-c3ccccc3)cc(=O)oc12 (stereo not drawn)
-1.1	CC1CCN(S(=O)(=O)c2ccc(NC(=O)Cn3nnc(-c4ccccc4)n3)cc2)CC1
-1.9	Cc1[nH]c2ccccc2c1C(=O)CSc1nc2ncc(Cl)cc2[nH]1
0.7	CN(C)CCN1C(=O)C2C3C=CC(C3)C2C1=O (stereo not drawn)
-1.9	COc1cc(F)ccc1-c1csc(C(C)(O)c2ccc(F)c(F)c2)n1 (stereo not drawn)
4.1	COc1cc(C)c(C(=O)CC(=O)c2c(C)cc(OC)cc2C)c(C)c1
-3.4	S=c1nccc(-c2cc(Cl)sc2Cl)[nH]1
-1.2	O=C(Nc1cccc(Cl)c1)C1CCCN(c2cnccn2)C1 (stereo not drawn)
-2.8	CCCNc1nc2c(c(=O)n(C)c(=O)n2C)n1Cc1ccc(F)cc1
-1.3	COCCOC(=O)C1=C(C)Nc2cc(=O)[nH]c(=O)n2C1c1cccc([N+](=O)[O-])c1 (stereo not drawn)
2.6	COC(=O)c1ccc(OCC(O)CN(CCO)CCO)cc1 (stereo not drawn)
0.5	Cc1nc2c(c(C)nn2-c2ccccc2)c(C)c1Cl
0.8	Cc1cc(C)nc(N2CCC(C(=O)Nc3ccc(Oc4ccccc4)cc3)CC2)n1
-0.6	CCC(Cc1ccccc1)NC(=O)CN(C)S(=O)(=O)c1ccc2c(c1)c(=O)n(C)c(=O)n2C (stereo not drawn)
-2.3	O=S(=O)(c1ccc(F)cc1)N1CCCC1
1.0	CCOC(=O)NC(=O)c1cn(Nc2ncc(Cl)cc2C(F)(F)F)c(=O)[nH]c1=O
-1.2	CC1(CCc2ccccc2)NC(=O)N(CC(=O)Nc2ccccc2C#N)C1=O (stereo not drawn)
0.9	COc1ccc(CCNS(=O)(=O)c2ccc(C3CNC(=O)C3)cc2)cc1OC (stereo not drawn)
-0.5	Cc1ccc(S(=O)(=O)NC(C)(C)CN2CCCCC2)cc1
-1.6	OCCN1CCN(C(=S)Nc2ccc(Oc3ccccc3)cc2)CC1

# Continuation.
TTR transcr act	mol
0.8	COc1ccc(CNC(=O)C2CCCN2S(=O)(=O)c2ccc(C)cc2)cc1 (stereo not drawn)
0.2	Nc1nnc(CC(=O)N/N=C\c2ccc(-c3cccc(Cl)c3)o2)s1
-2.3	Cc1ccc(SCc2c(C(=O)N/N=C/C3CC=CCC3)nnn2-c2nonc2N)cc1 (stereo not drawn)
1.2	COc1ccc(CNC(=O)COC(=O)/C=C/c2ccco2)cc1
-0.7	CCn1c(SCC(=O)NCc2ccccc2)nc2nc3c(cc2c1=O)CCCC3
-0.6	COc1ccc(CN2C(=O)CS/C2=N/N=C/c2cccs2)cc1
-0.3	O=C(NCCN1CCOCC1)c1sc2ccccc2c1Cl
-0.9	COC(=O)c1ccc(Cn2nc(C)c([N+](=O)[O-])c2C)o1
0.6	O=C(CSc1nnc(-c2cccc(F)c2)o1)N1CCOCC1
-2.4	COc1cc(NC(=O)c2ccco2)c(C(=O)OCC(=O)Nc2ncc(Cl)cc2Cl)cc1OC
-0.2	CCOc1ccc(S(=O)(=O)N(C)CC(=O)NCc2ccc3c(c2)OCO3)cc1
-0.5	CCN(CC)CCCNC(=O)c1[nH]c(C)c(C(=O)NC2CCCCC2)c1C
-0.2	COc1ccc(-n2c(C)cc(/C=C3\C(=O)NN(c4ccccc4)C3=O)c2C)cc1
-0.6	COCc1cc(C)nc(SCC[N+](C)(C)CC(=O)c2ccccc2)c1C#N
-0.7	COc1ccc(CN2CCOCCOCCOCCOCC2)cc1
-1.0	Cc1cscc1-c1ccc(C(=O)Nc2c(C)cccc2C)o1
-0.5	CC(C)C(NC(=O)c1ccc(F)cc1)C(=O)OCC(=O)N1CC(=O)Nc2ccccc21 (stereo not drawn)
-1.1	CNC(=O)COC(=O)/C=C/c1ccco1
-0.4	Cc1cccc(NC(=O)C2CCCN(S(=O)(=O)c3ccc4c(c3)oc(=O)n4C)C2)c1 (stereo not drawn)
3.2	O=C(Nc1ccccc1C(=O)NCCc1ccccc1)c1ccco1
-0.7	O=S(=O)(c1ccc(OCC(O)CNC23CC4CC(CC(C4)C2)C3)c(Cl)c1)N1CCOCC1 (stereo not drawn)
-1.2	CCc1ccccc1NC(=O)CSc1nnc(CCNC(=O)OC(C)(C)C)o1
-1.0	CC1(C)Cc2c(sc3c2c(=O)n(-c2ccc(Cl)cc2)c(=O)n3CC(N)=O)CO1
0.9	CCOc1ccc(NC(=O)[C@@H]2CCCN2C(=O)c2cccs2)cc1S(=O)(=O)N1CCOCC1
-0.8	Cc1ccn2c(=O)nc(SCC(=O)N3CCN(c4ccccc4)CC3)nc2c1

# By substructure, the compounds so far containing a cyano group.
TTR transcr act	mol
1.8	CCNC(=O)/C(C#N)=C/c1c(N2CCN(Cc3ccc4c(c3)OCO4)CC2)nc2c(C)cccn2c1=O
-1.3	CCn1c(O)c(C(C#N)=C2N=c3ccccc3=N2)c2ccccc21
-2.2	CCCC[C@H]1C2CC(OC(=O)Nc3cccc(C#N)c3)C(C2)[C@H]2CCCCN21 (stereo partly drawn)
-1.2	CC1(CCc2ccccc2)NC(=O)N(CC(=O)Nc2ccccc2C#N)C1=O (stereo not drawn)
-0.6	COCc1cc(C)nc(SCC[N+](C)(C)CC(=O)c2ccccc2)c1C#N

# Additional entries:
TTR transcr act	mol
-1.1	CN1CCN(Cc2nc(Cc3cccc(F)c3)no2)CC1c1ccccc1 (stereo not drawn)
2.2	N#Cc1c(N)nc(SCc2ccccc2)c(C#N)c1-c1ccco1
-0.8	O=C(COc1ccccc1)Nn1cnc2ccccc21
2.0	NC(=O)c1ccccc1NC(=O)Nc1cccc(Cl)c1
0.8	Cc1sc2ncnc(Sc3ccccc3C(=O)Nc3ccc(Br)cc3)c2c1C
0.8	Cc1cc(OCC(=O)NCCc2ccc(S(N)(=O)=O)cc2)c2c(C)cc(=O)oc2c1
0.4	O=C1CCCC[C@@H](CO)[C@H](O)C[C@H](c2ccccc2)O1
2.5	COc1ccc(CCNC(=O)c2ccc(OC)c(OC)c2)cc1OC
-0.9	O=C(NCc1cccs1)c1cccnc1Cl
0.8	COc1ccc(Cc2nnc(SCc3ccc([N+](=O)[O-])cc3)o2)cc1
1.4	O=C(CSc1ccc([N+](=O)[O-])cc1)Nc1nnc(C2CC2)s1
-3.1	O=C1CCCc2ccccc2N1Cc1ccccc1
-2.1	O=C(COC(=O)CNC(=O)c1ccco1)Nc1ccc(Cl)cn1
0.5	COc1cc2c3nnc(-c4ccccc4)c-3cn(Cc3ccc(F)cc3)c2cc1OC
-0.7	Cc1ccc2c(c1)C(=O)C(=O)N2Cc1ccc(F)cc1
-2.8	O=C1CCN(CCc2ccccc2)CCN1[C@H](COc1ccccc1)c1ccccc1
0.6	Cc1c(C(=O)NCc2ccc(F)cc2)oc2ccc(S(=O)(=O)N3CCOCC3)cc12
0.2	O=C(Nc1nnc(Cc2ccccc2)s1)c1cnccn1
1.7	CS(=O)(=O)c1cccc(NC(=O)C2CC2)c1
0.5	CCN=C1SC(CC(=O)Nc2ccccc2)C(=O)N1CC (stereo not drawn)
4.0	COc1ccccc1N1CCN(c2nccc(C)n2)CC1
0.6	C#CCOCCOCCOCCNc1nc(N2CCN(C(=O)Cn3cc(CC(C)O)nn3)CC2)nc(N2CCN(C(=O)[C@H](CCCCN)n3cc(CCCC)nn3)CC2)n1 (stereo partly drawn)
1.9	O=c1nc(-c2ccccc2)cn[nH]1
3.1	Oc1ccc2oc3c(c2c1)CCCC3
7.8	Cc1cc(=O)[nH]c2c(C)cc(S(=O)(=O)NCc3ccccc3)cc12

# Seven structures already listed, sorted by heavy-atom count, smallest number first:
TTR transcr act	mol
1.7	CS(=O)(=O)c1cccc(NC(=O)C2CC2)c1
-0.7	Cc1ccc2c(c1)C(=O)C(=O)N2Cc1ccc(F)cc1
1.4	O=C(CSc1ccc([N+](=O)[O-])cc1)Nc1nnc(C2CC2)s1
1.2	COc1ccc(CNC(=O)COC(=O)/C=C/c2ccco2)cc1
-2.1	COc1ccccc1OCC(=O)NNC(=S)NC(=O)c1ccco1
-1.8	Cc1ccc(F)cc1NC(=O)N1CCCN(c2ccc(C(F)(F)F)cn2)CC1
-2.8	O=C1CCN(CCc2ccccc2)CCN1[C@H](COc1ccccc1)c1ccccc1

# Looked up by compound from above, 2 records:
TTR transcr act	mol
-1.1	CN1CCN(Cc2nc(Cc3cccc(F)c3)no2)CC1c1ccccc1 (stereo not drawn)
2.0	NC(=O)c1ccccc1NC(=O)Nc1cccc(Cl)c1

# Bioassay records (PubChem)

# This is a subset, so the mix of outcomes need not match the whole.
